# USP1-UAF1 inh – blocks the human USP1/UAF1 deubiquitinase complex; recombinant USP1/UAF1, Ub-Rhodamine cleavage fluorescence; Potency, µM (doses to about 57.1 µM), for inactives: top-dose activity change, negative = inhibition, hits mostly inhibitors; actives 0.23% (n = 390,000); note: potency is the fitted concentration of half-maximal effect; % is set by controls: 0 for no effect and ±100 for the full control effect; nearly all actives have a fitted effect of over 60% in size; inactives centre near -12
#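 High-throughput fluorogenic screen: 1nM USP1/UAF1 complex, Ub-Rho substrate 150nM final, 50mM HEPES pH 7.8 with 0.5mM EDTA, 0.1 mg/ml BSA, 1mM TCEP and 0.01% Tween-20.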
# Vif-APOBEC3F blk – inhibitors of Vif-A3F interaction; AID 602313; actives 0.2% (n = 390,000); Potency, µM (highest dose often 46.1 µM), inactives show top-dose activity, negative = active; HeLa A3F-eYFP + Vif (tagged APOBEC3F with the HIV-1 protein that degrades it), YFP fluorescence increase; note: potency is the fitted concentration of half-maximal effect; % of control where 0% means no effect; nearly all actives have a fitted effect of over 65% in size
#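 Fluorescence increase (Ex 488/Em 500-530) after overnight compound treatment at 37 deg C flags inhibition of Vif-driven A3F-eYFP loss in stable HeLa A3F-eYFP/Vif cells seeded overnight beforehand.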
# Vif-A3G inh – Vif-A3G binding inhibition | Q9HC16 | HeLa A3G-eYFP + Vif (tagged APOBEC3G with the HIV-1 protein that degrades it), YFP fluorescence, overnight | Potency, µM (doses to about 46.1 µM), for inactives: top-dose activity, negative = active, hits mostly inhibitors | actives 0.076% (n = 410,000);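 note: potency is the fitted concentration of half-maximal effect; % is set by controls: 0 for no effect and ±100 for the full control effect; nearly all actives have a fitted effect of over 60% in size; hits raise eYFP signal because A3G escapes Vif-driven loss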
# Target sequence (Q9HC16 whole entry, looked up): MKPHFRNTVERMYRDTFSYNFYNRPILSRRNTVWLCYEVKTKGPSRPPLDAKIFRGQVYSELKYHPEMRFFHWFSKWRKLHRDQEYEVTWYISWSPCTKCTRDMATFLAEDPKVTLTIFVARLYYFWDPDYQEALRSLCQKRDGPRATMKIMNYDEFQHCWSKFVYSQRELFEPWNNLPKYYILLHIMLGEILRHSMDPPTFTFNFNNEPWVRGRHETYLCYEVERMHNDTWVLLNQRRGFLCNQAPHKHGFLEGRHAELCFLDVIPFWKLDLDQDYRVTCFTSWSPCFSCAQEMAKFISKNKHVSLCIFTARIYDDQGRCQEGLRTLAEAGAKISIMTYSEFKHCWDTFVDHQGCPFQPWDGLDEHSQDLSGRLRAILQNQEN
#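 HeLa cells stably expressing Vif and C-terminally eYFP-tagged A3G, seeded overnight at 37 deg C, then exposed to compound by pintool overnight at 37 deg C. Rise in yellow fluorescence (Ex 488/Em 500-530, Acumen) marks blocked Vif-driven A3G degradation.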
# RXFP1 ag – RXFP1 (human) receptor agonism; HEK293T-RXFP1 cAMP TR-FRET, 30 min; response scale: percent of porcine relaxin response, buffer zero; Potency, µM (series often up to 57.5 µM), without a hit: at the highest dose activation, most hits filed as activators; actives 0.3% (n = 370,000); AID 2676; note: potency is the fitted concentration of half-maximal effect; % is set by controls: 0 for no effect and ±100 for the full control effect; nearly all actives have a fitted effect of over 60% in size; many of its hits are not listed in these tables
#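 cAMP rise read by TR-FRET after 30 min, 37C compound exposure (up to 58 uM) in RXFP1-transfected HEK293 cells with Ro 20174 present. EC50 from Hill-equation fits, with 29 nM porcine relaxin as 100% and buffer as basal.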
# PI4K2A inh – PI4K2A (human) kinase inhibition; purified PI4K2A, ADP-Glo luminescence, 1 h; hits give low values; activity change, negative = inhibition, % at 76.9 µM; actives 0.13% (n = 420,000); in the data active = activity change below about -50%; inconclusive = mostly about -30% to -49%;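 note: -100% = wells without enzyme as full effect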
# Target sequence (Q9BTU6 whole entry, looked up): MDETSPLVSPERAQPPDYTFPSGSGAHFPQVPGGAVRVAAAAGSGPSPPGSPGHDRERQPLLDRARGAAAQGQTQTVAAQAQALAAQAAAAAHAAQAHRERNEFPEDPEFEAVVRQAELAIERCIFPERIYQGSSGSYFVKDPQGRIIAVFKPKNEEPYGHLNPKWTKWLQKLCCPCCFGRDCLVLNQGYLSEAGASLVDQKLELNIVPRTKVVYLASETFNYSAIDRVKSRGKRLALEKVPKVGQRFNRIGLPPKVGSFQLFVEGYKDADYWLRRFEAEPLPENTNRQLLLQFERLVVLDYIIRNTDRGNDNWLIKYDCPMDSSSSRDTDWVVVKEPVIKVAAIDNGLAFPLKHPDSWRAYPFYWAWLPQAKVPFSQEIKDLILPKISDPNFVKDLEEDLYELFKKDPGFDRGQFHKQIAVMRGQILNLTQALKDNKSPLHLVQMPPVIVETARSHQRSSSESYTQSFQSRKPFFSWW
#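 In this quantitative HTS, ADP production by PI4K2A was quantified luminescently after 1 h at ambient temperature; 100 microM adenosine served as plate-quality control.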
# GRP78 ERSR act – inducers of ER stress response in human glioma cells; U87-MG GRP78 promoter luciferase reporter, 16 h; actives 0.02% (n = 420,000); Potency, µM, for inactives: top-dose activation, most hits filed as activators; note: potency is the fitted concentration of half-maximal effect; series mostly up to about 76 µM; % of control where 0% means no effect; nearly all actives have a fitted effect of over 35% in size
#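 Stably transfected U87-MG glioma cells carrying a GRP78-based luciferase sensor; 16 h compound incubation. Luminescence end-point read 10 min after Bright-Glo addition at room temperature.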
# LDHA block – LDHA (human) enzyme inhibition; purified LDHA, NADH/diaphorase-resazurin fluorescence; hits give low values; activity change, % (values are at about 110 or 230 µM); actives 0.15% (n = 480,000); in the data active = activity change below about -30%; inconclusive = mostly about -25% to -30%;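 note: plate controls were DMSO wells for no effect and wells without enzyme for full effect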
#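 Enzyme activity of human lactate dehydrogenase 5 (2 nM; 0.06 mM NADH, 0.2 mM pyruvate, 5 min, RT) is measured via a resazurin/diaphorase fluorescence readout of residual NADH.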
# IDH1 R132H inh – blocks human mutant IDH1 R132H enzyme; O75874; IDH1-R132H enzyme, NADPH consumption, diaphorase/resazurin fluorescence; Potency, µM (titrated, usually from 76.6 µM), for the others: at the top dose activity change, negative = inhibition, usual class: inhibitors; actives 0.093% (n = 390,000); AID 602179; note: potency is the fitted concentration of half-maximal effect; % is set by controls: 0 for no effect and ±100 for the full control effect; nearly all actives have a fitted effect of over 65% in size
#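 IDH1-R132H (0.5 ug/mL) preincubated 30 min with compound, then NADPH (0.016 mM) and alpha-KG (2 mM) added; 80 min at RT, pH 7.5. Remaining NADPH coupled via diaphorase/resazurin to fluorescence (540/590 nm); concentration-response curves normalized to no-enzyme control.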
# TrxR1 substrate – is turned over as a substrate by rat TrxR1. O89049. purified TrxR1 substrate turnover, NADPH consumption readout. Potency, µM (highest dose often 114 µM), for the others: at the top dose activity change, negative = substrate turnover. actives 0.01% (n = 390,000). AID 588456; note: potency is the fitted concentration of half-maximal effect; % is set by controls: 0 for no effect and ±100 for the full control effect; nearly all actives have a fitted effect of over 50% in size
#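 Rat TrxR1, dispensed at 90 nM, was prereduced with 400 uM NADPH (final) for 5 min at ~22 deg C, then incubated with compound 15 min before 400 uM selenite. A first-read NADPH fluorescence drop versus no-compound background flagged substrates.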
# * = called active by the depositor; ? = inconclusive; / = no result given; & = joins results of further samples; [ ] = another dose, or the depositor's remark. Unless noted, calls come from the whole dose curve; as a rule, active = well fitted curve in the direction sought with a large enough effect; inconclusive = small, poorly fitted or top-dose-only effect, or another doubt; inactive = no such curve, though single readings can be large; an effect the other way counts as inactive or inconclusive. A portion of the library; rates above refer to the full screens.
SMILES | USP1-UAF1 inh | Vif-APOBEC3F blk | Vif-A3G inh | RXFP1 ag | PI4K2A inh | GRP78 ERSR act | LDHA block | IDH1 R132H inh | TrxR1 substrate
C[C@H](CO)N1C[C@H](C)[C@@H](CN(C)S(=O)(=O)c2ccc(F)cc2)Oc2ccc(NS(=O)(=O)c3cccs3)cc2C1=O | ? | 6% | -3% | / | 2 | 0% | -17 | 7% | -5%
O=C(NC1CC1)c1ccc(F)cc1Cl | 2% | -1% | 0% | 0.9% | 5 | -5% | -9 | -7% | 1%
CCCN(CC(=O)Nc1ccccc1C)C(=O)C1CCN(c2ncnc3sc(C)c(C)c23)CC1 | -23% | 10% | -3% | 2.4% | 3 | -6% | -2 | 9% | -3%
CC(C)[C@H](NS(=O)(=O)c1ccccc1)C(=O)OCC(=O)Nc1ccccc1Sc1ccccc1 | -7% | -8% | -11% | -0.4% | -10 | -6% | -1 | 1% | -2%[57.1 µM]
O=C(CC1NCCNC1=O)Nc1ccc2c(c1)OCO2 (centres undefined) | 2% | 0% | 2% | -0.7% | -12 | 3% | -1 | -2% | 0%
CCC1Oc2ccc(C)cc2N(CC(=O)NCCN2CCOCC2)C1=O (centres undefined) | -19% | 2% | 0% | -0.8% | -1 | -5% | -2 | 3% | 8%
C(=C\c1ccccn1)/c1ccncc1 | -19% | -3% | -6% | -0.6% | -7 | -2% | -1 | -2% | 0%
CC(=O)Nc1ccc(S(=O)(=O)Nc2cccc(C(=O)Nc3ccccc3C(=O)O)c2)cc1 | -16% | 1% | 2% | -0.7% | -1 | -5% | -3 | 5% | -1%
COC(=O)c1ccccc1NC(=O)Cn1c(=O)cc(C)c2c(C)nn(C)c21 | 3% | 0% | 4% | -0.8% | 1 | -3% | -4 | 3% | -1%[57.1 µM]
COc1ccc(C(=O)NCc2ccccc2)cc1Br | -18% | 5% | -14% | 1.4% | 3 | 0% | -6 | 1% | 2%
CC(C)(C)OC(=O)NCC(=O)NCC(=O)OCc1ccccc1 | -18% | 6% | 0% | 0.6% | -3 | -4% | -1 | 8% | -5%[57.1 µM]
O=c1cc(-c2ccc(O)cc2)oc2ccc(O)cc12 | -16% | 4% | -13% | -0.4% | -1 | 1%&1% | -5 | 0% | 0%
CC(=O)OCCNc1nc(-c2ccccc2)nc2ccccc12 | -24% | 2% | 0% | 1.1% | 4 | -1% | -1 | 0% | -5%
CCOc1ccc(C(=O)CSCCC(=O)O)cc1 | -2% | -9% | -1% | -2.0% | 3 | -12% | -4 | 0% | -9%
CSCCC(NS(=O)(=O)c1ccc2c(c1)oc(=O)n2C)C(=O)NCc1ccccc1 (centres undefined) | -9%&-24% | -10%&1% | -3%&1% | 1.6%&3.4% | -10&1 | -1%&0% | -6&-4 | 1%&-4% | 7%&-1%
Cc1ccc(CNC(=O)C2CCCN2C(=O)Nc2cccc(Cl)c2)cc1 (centres undefined) | -21% | -2% | -1% | -0.1% | 3 | -2% | -2 | 3% | 2%
O=C(Nc1ccccc1)Nc1cccc2ccccc12 | -12% | ? | -3% | -0.8% | 4 | 3% | -9 | -2% | 3%
Nc1nc(=S)c2snnc2[nH]1 | / | / | 0% | / | / | -2% | 0 | / | -4%
CCOc1ccccc1NC(=O)CSc1ncc2c(n1)-c1ccccc1N(CC)S2(=O)=O | -22% | -4% | -3% | 0.6% | -1 | -4% | -1 | -11% | 8%[57.1 µM]
N#Cc1nc(COc2ccc(Cl)cc2Cl)oc1N1CCN(c2ccccc2)CC1 | -14% | -4% | 2% | 1.8% | -3 | 1% | -3 | 1% | 3%

# Two consecutive records from above, for reference:
SMILES | USP1-UAF1 inh | Vif-APOBEC3F blk | Vif-A3G inh | RXFP1 ag | PI4K2A inh | GRP78 ERSR act | LDHA block | IDH1 R132H inh | TrxR1 substrate
C[C@H](CO)N1C[C@H](C)[C@@H](CN(C)S(=O)(=O)c2ccc(F)cc2)Oc2ccc(NS(=O)(=O)c3cccs3)cc2C1=O | ? | 6% | -3% | / | 2 | 0% | -17 | 7% | -5%
O=C(NC1CC1)c1ccc(F)cc1Cl | 2% | -1% | 0% | 0.9% | 5 | -5% | -9 | -7% | 1%

# Remaining list, next part
Compound,USP1-UAF1 inh,Vif-APOBEC3F blk,Vif-A3G inh,RXFP1 ag,PI4K2A inh,GRP78 ERSR act,LDHA block,IDH1 R132H inh,TrxR1 substrate
CCn1nc(C(=O)OCC(=O)c2ccc(F)cc2)c2ccccc2c1=O,7%,-5%,-1%,0.0%,-2,-3%,-4,2%,-6%[57.1 µM]
COc1cc(NC(=O)CSc2nnnn2Cc2ccccc2)cc(OC)c1,7%,2%,-4%,1.1%,0,-1%,-1,-1%,-11%
O=C(O)[C@H]1CCCC[C@H]1C(=O)Nc1ccc(S(=O)(=O)N2CCCCC2)cc1,-2%,-8%,-2%,1.2%,-1,-1%,-3,0%,-3%[0.0914 µM]
COc1ccccc1CNC(=O)CCc1c(C)nn(-c2ccc(N3CCCC3)nn2)c1C,-11%,-5%,0%,0.7%,-7,-2%,2,1%,5%[57.1 µM]
CSCCC(NS(=O)(=O)c1ccc2c(c1)oc(=O)n2C)C(=O)Nc1ccc(F)c(Cl)c1 (centres undefined),-12%,-8%,3%,-0.1%,1,-6%,0,-7%,-6%[57.1 µM]
CCC[C@H]1CN(c2ccccc2)C(=O)[C@@H]1CC(=O)NC,-26%,-4%,0%,/,-20,-3%,2,4%,/
O=C(CSc1nc2c(c(=O)[nH]1)CN(Cc1ccc(F)cc1)CC2)Nc1cccc(C(F)(F)F)c1,-17%,-5%,-5%,-1.8%,1,0%,-7,-6%,1%
O=[N+]([O-])/C=C/c1cc2ccccc2[nH]1,-29%,1%,?,3.8%,-2,?,-1,-9%,-1%[2.29 µM]
O=C(CCCOc1ccccc1)N1CCN(c2ccccn2)CC1,-26%,-2%,1%,-1.5%,5,-14%,-7,0%,17%[57.1 µM]
Cc1ccc2nc(-c3ccc(NS(=O)(=O)c4ccccc4)cc3)sc2c1,-19%,-8%,-2%,-0.7%,-1,?,2,4%,37%[activator][57.1 µM]
COC(=O)c1cc(C(=O)OC)cc(S(=O)(=O)Nc2ccc(Cl)c(N)c2)c1,-20%,4%,-5%,2.4%,-8,0%,3,5%,-3%
COc1ccc(NC(=O)Cn2c(SCc3cccc(Cl)c3)nc3ccncc32)c(OC)c1OC,-4%,2%,3%,1.2%,-1,20%,-7,-14%,-6%
O=S(=O)(Cc1ccccc1Cl)NCCc1ccccc1,-4%,9%,-10%,1.4%,3,-2%,-7,8%,-3%[57.1 µM]
CCN(CC(=O)Nc1c(F)cccc1F)C(=O)CCCSc1nc2ccccc2[nH]1,-7%,-8%,-1%,/,-5,1%,-1,-1%,/
CC(=O)N(c1ccccc1)c1ccc([N+](=O)[O-])cc1[N+](=O)[O-],-8%,0%,1%,-0.1%,0,-4%,5,2%,-14%
CN(C)S(=O)(=O)c1ccc(C(=O)OCCCN=C2NS(=O)(=O)c3ccccc32)cc1,-9%,0%,1%,0.3%,-3,-1%,-11,-6%,-5%
CN(C)c1ccc(/C=C/c2ccnc3ccccc23)cc1,/,/,11µM*,/,/,2%,1,/,10%[0.0914 µM]
Cc1cc(C)cc(NC(=O)NCc2c(-n3cccc3)sc3c2CCCC3)c1,2%,-3%,-3%,13%,2,0%,-1,2%,-4%
COc1cccc(/C=N/n2c(C)nc3ccccc32)c1OC,-22%,-2%,4%,-0.1%,2,6%,-7,2%,1%
O=C(CSc1ncccc1C(=O)O)NCc1ccc(F)cc1,-22%,-3%,-7%,0.0%,-10,-2%,-6,5%,8%[57.1 µM]

# In the list so far, these have a thiophene ring, fused or not:
Compound,USP1-UAF1 inh,Vif-APOBEC3F blk,Vif-A3G inh,RXFP1 ag,PI4K2A inh,GRP78 ERSR act,LDHA block,IDH1 R132H inh,TrxR1 substrate
C[C@H](CO)N1C[C@H](C)[C@@H](CN(C)S(=O)(=O)c2ccc(F)cc2)Oc2ccc(NS(=O)(=O)c3cccs3)cc2C1=O,?,6%,-3%,/,2,0%,-17,7%,-5%
CCCN(CC(=O)Nc1ccccc1C)C(=O)C1CCN(c2ncnc3sc(C)c(C)c23)CC1,-23%,10%,-3%,2.4%,3,-6%,-2,9%,-3%
Cc1cc(C)cc(NC(=O)NCc2c(-n3cccc3)sc3c2CCCC3)c1,2%,-3%,-3%,13%,2,0%,-1,2%,-4%

# (cont.)
Compound,USP1-UAF1 inh,Vif-APOBEC3F blk,Vif-A3G inh,RXFP1 ag,PI4K2A inh,GRP78 ERSR act,LDHA block,IDH1 R132H inh,TrxR1 substrate
CC(=O)Nc1cccc(-c2cnc(N)c(C(=O)c3cccnc3)n2)c1,-3%,9%,-24%,/,-10,-6%,-1,1%,8%[57.1 µM]
O=C(O)CCCCCn1c(O)c(C=C2N=c3ccccc3=N2)sc1=S,-23%,-5%,-14%,0.2%,-1,3%,-6,4%,-12%
COc1ccc(CCNc2nnc(C)c(=O)[nH]2)cc1OC,4%,11%,0%,1.1%,-4,-4%,0,3%,7%[57.1 µM]
CCc1c(C)sc(NC(=O)C2CC2)c1C(=O)OC(C)C,-21%,-16%,-8%,0.2%,0,-2%,3,4%,-4%
COc1cc(CNCc2ccccc2)ccc1OCC(O)c1ccccc1 (centres undefined),-8%,-2%,1%,-0.3%,4,-4%,-10,-2%,-1%
CC(=O)Nc1nnc(CSCc2ccccc2F)s1,-13%,17%,0%,1.2%,-2,4%,-5,7%,5%
Cc1ccc(C(=O)NCCN2CCOCC2)cc1Cl,0%,-13%,-4%,-0.9%,-6,3%,-3,2%,-2%
